# From PubChem BioAssay
# SMARCA2 act = SMARCA2 function activation, primary screen | MG213 cells, MMTV-luciferase reporter, dexamethasone, overnight | activation, % at 9.1 µM | 370,000 compounds, 1% hits | AID 652017; in the data active = activation above about 7.8%;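 also: 0% = vehicle wells and 100% = reference activator wells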
# hcDAF-12 act = activates DAF-12 receptor from parasite H. contortus; HEK293 hcDAF-12 lit1-tk-luc reporter, luminescence; 0% DMSO, 100% Δ7-dafachronic acid; activation, % at 6.8 µM; AID 652067; 370,000 compounds, 1.4% hits;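 active = activation above the mean of all tested compounds plus 3 SD, cut at about 5.5% in these data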;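 also: 100% = response to 3 µM Δ7-dafachronic acid high control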
# FXN GAA850 act = increases GAA850 frataxin promoter reporter activity | HEK293 lucGAA850 FXN promoter luciferase reporter, 24 h; percent of 10 µM SAHA response | activation, % at 6 µM | 360,000 compounds, 0.56% hits;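 active = activation above the average of all compounds screened plus 3 SD, cutoff fixed separately per campaign, cut at about 7.5% in these data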;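 also: 0% = DMSO wells and 100% = 10 µM SAHA wells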
# ssDAF-12 act = activators of S. stercoralis DAF-12 nuclear receptor; HEK293 ssDAF-12/GRIP1 lit1-tk-luc reporter, luminescence; % of 3 µM dafachronic acid response; activation, % at 6.8 µM; 370,000 compounds, 1% hits; AID 652126;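 active = activation above the mean over all tested compounds plus 3 SD, cut at about 0.9% in these data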;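 also: 0% = DMSO-only wells and 100% = 3 µM delta7-dafachronic acid wells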
# ADAM10 inh = ADAM10 inhibition, QFRET primary screen. AID 720582. recombinant ADAM10, EDANS/DABCYL FRET peptide cleavage, 3 h. inhibition, % at 7 µM. O14672. 370,000 compounds, 0.62% hits;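 active = inhibition above a per-campaign cutoff equal to the mean of compounds falling between control-based bounds plus 3 SD, cut at about 20% in these data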;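 also: 0% = DMSO wells while the 100% control is not disclosed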
# GC-B act = GC-B (human) receptor activation; HEK293-GC-B cells, CNP EC30, cGMP TR-FRET; 0% at EC30 CNP, 100% saturating CNP; activation, % at 10 µM; 370,000 compounds, 0.11% hits; AID 1920062;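 active = activation at 10 µM reaching about 35% in either raw or pattern-adjusted values, limit read from the data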
# Target sequence (P20594 whole entry, looked up): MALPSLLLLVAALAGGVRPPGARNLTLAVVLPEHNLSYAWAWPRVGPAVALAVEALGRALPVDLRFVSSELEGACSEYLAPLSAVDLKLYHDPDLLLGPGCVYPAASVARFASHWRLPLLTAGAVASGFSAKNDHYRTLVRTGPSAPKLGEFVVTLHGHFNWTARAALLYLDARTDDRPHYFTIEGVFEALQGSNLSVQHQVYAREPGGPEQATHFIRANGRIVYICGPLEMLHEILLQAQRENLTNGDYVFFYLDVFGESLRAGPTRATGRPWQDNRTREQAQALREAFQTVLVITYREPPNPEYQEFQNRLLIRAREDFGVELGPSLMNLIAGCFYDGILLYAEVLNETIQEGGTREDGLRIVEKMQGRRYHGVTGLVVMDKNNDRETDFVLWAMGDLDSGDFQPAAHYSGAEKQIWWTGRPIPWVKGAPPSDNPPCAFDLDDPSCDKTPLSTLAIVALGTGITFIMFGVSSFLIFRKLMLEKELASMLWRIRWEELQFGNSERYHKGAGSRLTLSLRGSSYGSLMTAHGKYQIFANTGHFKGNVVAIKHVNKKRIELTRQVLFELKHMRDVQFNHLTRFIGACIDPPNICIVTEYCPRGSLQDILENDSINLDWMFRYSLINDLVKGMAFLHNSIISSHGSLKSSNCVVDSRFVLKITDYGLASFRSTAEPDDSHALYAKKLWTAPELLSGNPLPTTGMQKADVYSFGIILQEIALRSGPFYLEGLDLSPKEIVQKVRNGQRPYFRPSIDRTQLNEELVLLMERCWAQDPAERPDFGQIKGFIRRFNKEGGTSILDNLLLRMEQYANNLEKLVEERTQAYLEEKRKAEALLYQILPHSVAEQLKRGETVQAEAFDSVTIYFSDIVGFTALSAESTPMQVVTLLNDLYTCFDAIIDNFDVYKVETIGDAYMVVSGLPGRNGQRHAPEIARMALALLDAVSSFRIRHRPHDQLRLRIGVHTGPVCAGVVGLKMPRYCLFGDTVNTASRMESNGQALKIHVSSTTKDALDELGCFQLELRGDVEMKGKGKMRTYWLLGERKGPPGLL
# NPR1 activator = GC-A (human) enzyme activation | P16066 | HEK293 GC-A cells, cGMP TR-FRET, EC30 ANP; 0% at EC30 ANP, 100% saturating ANP | activation, % at 10 µM | 370,000 compounds, 0.14% hits | AID 1671463; in the data active = activation above about 40%
# HGIII-sPLA2 inh = Blocks human group III sPLA2 activity; QFRET BODIPY PC-A2 liposome hydrolysis, fluorescence; inhibition, % at 12.2 µM; 370,000 compounds, 0.56% hits;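 active = inhibition above mean plus 3 SD of compounds lying within the high and low control bounds, cut at about 19% in these data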;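 also: 0% = median of test compound wells and 100% = no enzyme DMSO wells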
# DAX1 inh-1 = blocks DAX1 repression of SF-1 activated StAR promoter | HEK293T StAR-luciferase reporter, SF-1/DAX-1 repression relief | inhibition, % at 6.8 µM | 370,000 compounds, 1.1% hits | AID 652010;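 active = inhibition above the mean over all tested compounds plus 3 SD, cut at about 3.6% in these data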;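 also: 0% = DAX-1 cells with DMSO and 100% = cells lacking DAX-1 with DMSO; higher inhibition means more luminescence from relief of DAX-1 repression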
# DAX1 inh-2 = inhibits human nuclear receptor DAX1 | P51843 | HEK293 Gal4-DAX1 luciferase reporter, luminescence | inhibition, % at 6.75 µM | 340,000 compounds, 0.99% hits | AID 504766;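 active = inhibition above the mean over all tested compounds plus 3 SD, cut at about 4.2% in these data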;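 also: 0% = DAX1-transfected cells with DMSO and 100% = empty-vector control cells with DMSO; inhibition shows as a rise in luminescence from relieved DAX1 repression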
# hgDAF-12 ag = agonists of H. glycines DAF-12 nuclear receptor; HEK293 GAL4-hgDAF12 UAS-luciferase reporter, agonist luminescence; normalized to butyrate control; activation, % at 6.8 µM; 370,000 compounds, 1.8% hits; AID 687014;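 active = activation above a cutoff set at the mean of all screened compounds plus 3 SD, cut at about 10% in these data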;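 also: 0% = DMSO wells and 100% = sodium butyrate wells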
# Numbers without * were called inactive; . = no result given.
SMILES,SMARCA2 act,hcDAF-12 act,FXN GAA850 act,ssDAF-12 act,ADAM10 inh,GC-B act,NPR1 activator,HGIII-sPLA2 inh,DAX1 inh-1,DAX1 inh-2,hgDAF-12 ag
Brc1ccc(-c2csc(Nc3nc(-c4ccc(Br)cc4)cs3)n2)cc1,-1.2,0.5,0.9,-0.3,-8.7,1.5,0.9,12.8,0.5,-0.6,0.5
O=C(Nc1ccnc(-c2ccncc2)n1)c1ccc(Cl)cc1,-1.3,0.8,2.2,-1.3,-14.6,-9.1,4.3,13.0,0.7,-0.5,-2.9
O=C(C[C@@H]1C/C=C\C[C@H](Cc2ccc(F)cc2)C(=O)OC[C@H]2CCCN2C1=O)N[C@H](CO)Cc1ccccc1,-0.7,-1.3,-3.1,-1.4,-4.3,2.9,-0.2,-13.2,-0.6,-0.9,-3.5
Cc1cnc(C(=O)OCC(=O)NCc2ccccc2)cn1,-0.4,-0.6,0.2,-1.1,4.2,-2.5,-3.3,4.8,-0.2,0.1,0.6
C[C@@H]1CN([C@H](C)CO)C(=O)c2cc(NS(=O)(=O)c3cn(C)cn3)ccc2O[C@H]1CN(C)C(=O)Nc1ccccc1,-0.3,-1.4,-0.2,-1.2,2.3,2.2,0.3,-0.1,1.1,-0.1,2.3
CCN(c1ccccc1)S(=O)(=O)c1ccc(N)cc1,-1.7,0.9,-1.5,-1.1,-5.0,-1.0,0.6,1.5,-0.3,-0.1,-0.1
COC(=O)[C@H]1C[C@@]2(C)c3ccccc3N(S(=O)(=O)c3ccccc3)[C@H]2N1,-1.6,2.6,.,-1.2,1.8,6.5,2.3,-0.8,-0.5,.,-1.6
Cc1ccccc1Cn1c(-c2ccc(=O)[nH]c2)nc2ccccc21,-3.7,-0.5,0.1,-1.4,-13.8,10.9,9.4,5.6,0.5,0.9,-1.9
CC(NS(=O)(=O)c1ccc(N)cc1)C1CC2CCC1C2 (stereo not given),0.0,-1.0,-0.3,-1.4,-12.0,-5.6,0.3,-2.4,-0.1,2.0,-0.2
COCCNC(=S)N(CCc1c(C)[nH]c2ccc(F)cc12)Cc1ccc(C)cc1,-4.0,-2.3,-2.8,-1.8,11.3,0.8,-7.7,-7.1,-0.3,-1.8,-1.1
Cc1cc(C)c(S(=O)(=O)/N=C2\C=C(NS(=O)(=O)c3ccccc3)C(=O)c3ccccc32)c(C)c1,-3.2,8.0*,1.5,0.9*,8.6,-3.5,-2.1,-0.8,0.4,-0.8,0.4
FC(F)C(F)(F)Oc1cccc(Nc2nccn3c(-c4ccc5ccccc5c4)cnc23)c1,-3.7,-2.1,-0.1,-1.3,-67.4,-3.9,-4.1,-0.1,-2.4,.,3.6
CC(Oc1ccc(F)cc1)C(=O)Nc1ccccc1N1CCCCC1 (stereo not given),-1.0,-1.3,0.4,-0.9,-0.3,-5.0,-5.3,-3.5,-1.0,-0.4,2.6
CCOC(=O)C1CCCN(C(=O)COc2ccc(C(=O)c3ccccc3)cc2)C1 (stereo not given),-2.4,0.5,-0.6,-1.4,-0.2,-5.5,-1.8,-5.3,-2.2,-0.8,-3.4
O=C(Nc1ccc2c(c1)OCCO2)C(CCc1ccccc1)N(Cc1ccccc1)Cc1ccccc1 (stereo not given),-1.0,0.0,.,-0.3,1.1,1.9,2.3,-10.4,-0.2,.,0.6

# Next part, overlapping the part above by 2 compounds.
SMILES,SMARCA2 act,hcDAF-12 act,FXN GAA850 act,ssDAF-12 act,ADAM10 inh,GC-B act,NPR1 activator,HGIII-sPLA2 inh,DAX1 inh-1,DAX1 inh-2,hgDAF-12 ag
CCOC(=O)C1CCCN(C(=O)COc2ccc(C(=O)c3ccccc3)cc2)C1 (stereo not given),-2.4,0.5,-0.6,-1.4,-0.2,-5.5,-1.8,-5.3,-2.2,-0.8,-3.4
O=C(Nc1ccc2c(c1)OCCO2)C(CCc1ccccc1)N(Cc1ccccc1)Cc1ccccc1 (stereo not given),-1.0,0.0,.,-0.3,1.1,1.9,2.3,-10.4,-0.2,.,0.6
Cc1cc(C)c(C#N)c(OCC(=O)c2ccccc2)n1,2.5,1.9,-0.7,-0.7,3.6,-3.5,-1.2,-3.7,-1.1,1.0,2.1
Cc1cccc2cc(CN(Cc3nnnn3Cc3ccco3)C3CCCC3)c3nnnn3c12,-2.5,-0.7,-5.5,-1.1,-1.7,-7.5,-6.3,-3.5,-0.6,-0.5,-2.4
Cc1c(C(=O)Nc2nnc(C3CC3)s2)oc2ccccc12,3.4,6.4*,6.3,0.6,-11.3,3.4,-4.1,9.7,2.3,1.2,10.9*
CN(Cc1ccccc1)S(=O)(=O)c1ccc2c(c1)n(C)c(=O)n2C,-5.1,-2.2,2.5,-0.8,-11.9,-1.0,-2.9,2.9,0.1,0.5,0.2
CC(C)CCn1c(NCCc2ccccc2)nc2c1c(=O)n(C)c(=O)n2C,-6.0,-4.2,-3.4,-2.3,-9.7,-1.2,0.0,4.9,-2.2,-2.1,-3.4
Cc1cccc(C)c1NC(=O)COC(=O)Cc1ccsc1,-1.5,-1.4,3.8,-0.9,-6.4,-2.0,-0.3,5.6,-0.1,-2.0,-0.1
CCCC(C(=O)NC1CCCCC1)N(CC1CCCO1)C(=O)CNS(=O)(=O)c1ccc(F)cc1 (stereo not given),2.7,0.2,0.8,-0.7,6.3,-5.3,-0.6,0.2,-1.0,0.5,-0.8
COc1ccc(/C=N/N=C/c2ccc(OC)c(OC)c2)cc1OC,1.0,-2.0,0.5,-1.0,-5.8,-0.5,0.8,5.3,0.2,0.4,-0.2
COc1ccccc1OCc1ccc(C(=O)N2CCN3CCCC3C2)cc1 (stereo not given),-0.8,-0.7,-2.2,-1.4,-12.6,3.0,2.7,-3.9,0.7,-0.5,-3.4
COc1cccc(/C=N\NC(=O)c2ccc(C)nc2)c1,0.6,2.4,0.1,-1.1,-9.9,-4.1,-0.5,3.1,0.4,-0.8,1.6
CCC1(c2ccc(F)cc2)NC(=O)N(CC(=O)Nc2cccc(S(=O)(=O)N3CCCC3)c2)C1=O (stereo not given),-2.5,1.1,-1.4,-1.0,4.8,-0.8,1.3,-9.3,-1.4,-1.1,-2.8
CC(=O)Nc1ccc(S(=O)(=O)NCc2ccc(C(=O)NCCN(C)Cc3ccccc3)cc2)cc1,-0.8,-1.2,-0.8,-1.3,-9.0,1.7,4.7,-4.6,2.0,.,-1.0
C[C@@H]1CN(c2ccc(N3CCNC[C@@H]3C)cc2C#N)C[C@H](C)O1,-0.9,-0.8,.,-0.6,-34.7,3.6,4.3,8.7,-0.3,.,1.1
Cc1ccc(S(=O)(=O)CCC(=O)N2CCN(c3ccccc3O)CC2)cc1,-3.3,1.0,1.1,-1.7,-4.9,-1.7,-1.6,-1.3,0.7,0.5,4.0
c1ccc(CN2CCN(Cc3c[nH]c4ccccc34)CC2)cc1,-1.2,-1.0,-1.4,-0.3,-2.5,-4.5,-6.3,-21.1,-0.6,-0.5,-2.3
COC(=O)C1=C(C(=O)OC)[C@]2([C@H]3CCCCN[C@@H](Cc4ccccc4)C(=O)N3Cc3ccccc3)C=C[C@H]1O2,-0.5,-1.3,-3.6,-1.9,19.3,-11.8,-2.7,4.9,1.3,-2.0,-1.6
CC(C)Cn1c(SCC(=O)c2c(N)n(C)c(=O)n(C)c2=O)nc2ccccc21,-0.4,-0.8,1.6,-1.2,-5.7,-0.8,-1.6,1.2,-0.1,1.5,3.1
O=C(Nc1cccn(Cc2ccccc2Cl)c1=O)NC1CCCCC1,-1.5,-1.9,0.4,-1.6,-43.1,2.2,-0.2,0.7,-1.1,-1.6,0.0
Cc1ccc(S(=O)(=O)N2C[C@H]3N(C(=O)OC(C)C)N(C(=O)OC(C)C)C[C@H](OC(=O)Nc4c(C)noc4C)[C@@]3(O)C2)cc1,-2.2,0.8,-5.6,-0.4,-6.1,-0.2,2.5,3.4,-0.1,0.0,-3.7
CC(=O)Nc1ccc(NC(=O)COC(=O)[C@@H]2CCCN2C(=O)c2cccs2)cc1,2.1,0.8,-1.0,-1.4,4.3,-1.8,-1.9,-8.8,1.4,2.8,-2.3
CCc1c(C)sc(NC(=O)c2ccoc2C)c1C(N)=O,1.1,2.5,2.1,-0.5,-2.3,-1.9,5.7,-9.3,-0.2,0.7,4.8
COc1ccc(Cl)cc1S(=O)(=O)NCc1cccnc1,2.5,-0.3,1.3,-2.0,0.2,-1.9,1.6,-5.4,-0.5,-0.4,0.7
CCCN(CC(=O)Nc1ccccc1OC)C(=O)c1ccccn1,-4.5,-0.6,-0.3,-0.8,-5.3,1.9,-0.2,-6.6,-0.2,2.2,2.3
COc1ccc(N2CCN(C(=O)CCS(=O)(=O)c3cccc4nsnc34)CC2)cc1,-0.1,-1.4,1.8,-0.3,-2.0,7.2,-1.3,8.6,0.0,-0.4,1.3
Cc1cccc(OCCCC(=O)Nc2ccc(Br)cc2)c1,2.4,-1.7,0.6,-1.3,-2.0,-4.3,0.8,-6.0,0.1,-0.1,-1.0
CN(CCCCCCCCC(=O)/C=N/O)Cc1ccccc1,-1.9,-0.2,-1.1,-1.4,-5.8,-0.3,-1.1,-76.6,-1.1,0.4,3.6
CCO[C@H]1OC(C(=O)N2CCN(C)CC2)=C[C@@H](C(C)(C)C)[C@@H]1CCCO,1.8,-1.1,0.4,-1.1,-4.6,3.6,-0.2,9.2,0.5,0.1,1.2
CCN=C1NC(c2ccccc2C(F)(F)F)C(C(=O)OC)=C(C)N1Cc1ccc(C(F)(F)F)cc1 (stereo not given),-2.4,-0.3,.,-1.5,-34.7,-7.3,-13.4,-10.5,0.6,.,1.9
O=C(CCCn1c(=S)[nH]c2cc3c(cc2c1=O)OCO3)NCc1cccc(Cl)c1,-2.0,-1.4,1.2,-1.5,2.2,-10.9,-0.8,9.0,0.9,0.6,-0.6
CCOC(=O)NC(=O)COC(=O)c1cccc2ccccc12,1.1,-0.5,-2.3,-1.1,-40.9,3.7,-4.3,4.0,0.1,1.0,-1.4
CC(=O)c1cccc(Nc2cc(C)nc3c(C)cccc23)c1,2.7,-1.1,1.1,-1.3,6.2,12.3,15.1,-2.5,0.2,0.5,-2.2
CC12CCC(C(=O)N/N=C/c3ccc(O)cc3)(OC1=O)C2(C)C (stereo not given),-3.8,-0.8,0.0,-1.1,-10.4,4.6,-0.1,12.2,-0.5,0.3,-1.0
CCCCc1nnc(NC(=O)COc2ccc3c(C)cc(=O)oc3c2)s1,0.9,0.2,.,-1.5,-3.8,-8.6,-0.5,1.3,1.2,.,1.6
O=C(NCCNC(=O)C(c1ccccc1)c1ccccc1)c1ccco1,-3.3,-0.4,-2.8,-1.5,-3.8,4.7,-0.6,-2.0,-0.1,0.4,-1.3
CCOc1ccc(CCNC(=O)CSc2nc3ncc(Cl)cc3[nH]2)cc1OCC,7.2,-0.8,2.2,-1.1,0.7,-3.5,-2.0,-6.9,-0.5,0.6,-0.5
Cc1ccc(C2=N/C(=C\c3c(C)nn(-c4ccccc4)c3N3CCCC3)C(=O)O2)cc1,0.3,0.6,-1.5,-0.6,0.2,2.8,-7.0,0.1,-0.1,1.1,0.8
CCOc1ccc(CCNC(=O)COC(=O)COc2ccc(C(C)=O)cc2)cc1OCC,4.0,-1.4,2.4,-0.3,1.0,-0.3,-0.8,0.2,-0.5,-0.1,1.0
